Source: PubChem
KinaseGlo FLuc: counter-screen: inhibitors of Kinase-Glo firefly luciferase | Potency, µM (highest dose often 38.3 µM), for the others: top-dose activity change, negative = inhibition, usual class: inhibitors | Kinase-Glo luciferase, ATP luminescence, 8 min | Q27757 | 200,000 tested, 0.28% active | AID 1379; further: on the % scale 0 is the no-effect control and ±100 the full control effect; nearly all actives have a fitted effect of over 60% in size
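Luminescence was the read-out, taken after 8-minute incubation at ambient temperature. Luciferase turned over luciferin with 10 uM ATP in imidazole pH 7.2 buffer containing KCl, MgCl2, Tween 20 and BSA.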
JMJD2E inh: blocks human JMJD2E demethylase activity; B2RXH2; JMJD2E catalytic domain, FDH-coupled NADH fluorescence (FDH is formaldehyde dehydrogenase); Potency, µM (doses to about 57.1 µM), inactives show top-dose activity change, negative = inhibition, hits mostly inhibitors; 230,000 tested, 1.6% active; AID 2147; active means well fitted inhibition curve with a large enough effect, not every such curve was filed as active; inconclusive means small, poorly fitted or top-dose-only effect, or another doubt; inactive means no such curve, though single readings can be large or run the other way;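 further: 0% = wells with enzyme and -100% = buffer wells without enzyme; nearly all actives have a fitted effect of over 50% in size; many of its hits are not listed in these tables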
Target sequence (B2RXH2 1-337 limits assumed): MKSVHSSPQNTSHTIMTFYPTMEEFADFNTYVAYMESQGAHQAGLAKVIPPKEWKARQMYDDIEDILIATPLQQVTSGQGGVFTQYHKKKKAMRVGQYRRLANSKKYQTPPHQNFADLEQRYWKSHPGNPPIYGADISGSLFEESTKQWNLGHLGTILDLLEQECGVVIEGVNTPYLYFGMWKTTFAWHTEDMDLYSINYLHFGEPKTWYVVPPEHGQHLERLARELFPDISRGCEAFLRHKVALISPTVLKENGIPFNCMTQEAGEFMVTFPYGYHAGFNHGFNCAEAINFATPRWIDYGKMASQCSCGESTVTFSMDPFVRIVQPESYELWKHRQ
SMN2 splice enh: SMN2 splice variant enhancement | AID 1458 | HEK293 SMN2-luciferase splicing reporter, luminescence, 30-36 h | 210,000 tested, 2.8% active | Potency, µM (highest dose often 46.1 µM), inactives show top-dose activity change, positive = activation, usual class: activators; further: % of control where 0% means no effect; nearly all actives have a fitted effect of over 55% in size
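HEK293 cells carry an SMN2 […]–luciferase reporter in which exon 7 inclusion puts luciferase in frame. Cells were plated 10-12 h before compound addition, then incubated 30-36 h at 37C. ONE-Glo luminescence was read; sodium butyrate at 4.5 mM final served as control.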
Epigenetic derep: regulators of epigenetic silencing causing reporter derepression in mouse cells. murine LDR cells, GFP reporter derepression, 30 h. Potency, µM (highest dose often 53.9 µM), without a hit: at the top dose GFP activation, most hits filed as activators. 280,000 tested, 0.2% active. AID 1865; further: % of control where 0% means no effect; nearly all actives have a fitted effect of over 60% in size
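Reporter derepression read as number of fluorescent GFP-positive objects, 20-120 um in size, counted by laser-scanning cytometer. Mouse LDR line with an epigenetically silenced CMV-GFP locus; compound incubation 30 h, 37 C.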
RGS12 GoLoco inh: RGS12 GoLoco-Gai1 interaction inhibition; 230,000 tested, 0.44% active; Potency, µM (highest dose often 61.6 µM), for the others: at the highest dose activity, negative = inhibition, actives largely listed as inhibitors; AID 880; Gai1:RGS12 GoLoco peptide FP, rhodamine, 10 min; P63096; active means well fitted inhibition curve with a large enough effect, not every such curve was filed as active; inactive means no such curve, though single readings can be large or run the other way; further: on the % scale 0 is the no-effect control and ±100 the full control effect; nearly all actives have a fitted effect of over 30% in size; many of its hits are not listed in these tables
Target sequence (P63096 whole entry, looked up): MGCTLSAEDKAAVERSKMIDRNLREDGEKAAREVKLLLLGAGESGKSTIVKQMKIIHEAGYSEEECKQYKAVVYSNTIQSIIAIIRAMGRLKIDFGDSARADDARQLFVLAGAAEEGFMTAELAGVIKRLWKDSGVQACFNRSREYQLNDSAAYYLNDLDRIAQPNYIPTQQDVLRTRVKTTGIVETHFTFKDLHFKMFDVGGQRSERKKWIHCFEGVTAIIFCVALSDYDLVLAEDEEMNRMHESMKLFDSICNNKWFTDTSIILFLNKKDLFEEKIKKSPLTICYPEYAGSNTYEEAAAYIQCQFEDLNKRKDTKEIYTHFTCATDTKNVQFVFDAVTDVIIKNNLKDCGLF
IMPase Li cell: membrane-permeable IMPase blocker, potentiated with lithium | Potency, µM (top dose mostly 59.4 µM), without a hit: top-dose activity, negative = IMPase inhibition, most hits filed as inhibitors | CHO-M1 cells, IP1 TR-FRET (IP-One), carbachol + lithium | AID 1457 | 210,000 tested, 0.35% active;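 further: IP1 builds up when IMPase is blocked and the TR-FRET signal falls; plate controls were basal vehicle for no effect and high inhibitor control for full effect; nearly all actives have a fitted effect of over 50% in size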
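IP1 accumulation measured by competitive TR-FRET in lysed CHO-M1 cells after 30 min compound exposure at 37C, with a small lithium addition to potentiate weak responses. Hill-equation AC50 from ratio and donor-channel data.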
NPSR antagonist: antagonists of human neuropeptide S receptor cAMP signaling; AID 1461; 220,000 tested, 1% active; Potency, µM (titrated, usually from 38.3 µM), for inactives: top-dose activity change, negative = inhibition, usual class: inhibitors; CHO-NPSR cells, cAMP TR-FRET, antagonist mode; further: on the % scale 0 is the no-effect control and ±100 the full control effect; nearly all actives have a fitted effect of over 50% in size; many of its hits are not listed in these tables
Target sequence (Q6W5P4 whole entry, looked up): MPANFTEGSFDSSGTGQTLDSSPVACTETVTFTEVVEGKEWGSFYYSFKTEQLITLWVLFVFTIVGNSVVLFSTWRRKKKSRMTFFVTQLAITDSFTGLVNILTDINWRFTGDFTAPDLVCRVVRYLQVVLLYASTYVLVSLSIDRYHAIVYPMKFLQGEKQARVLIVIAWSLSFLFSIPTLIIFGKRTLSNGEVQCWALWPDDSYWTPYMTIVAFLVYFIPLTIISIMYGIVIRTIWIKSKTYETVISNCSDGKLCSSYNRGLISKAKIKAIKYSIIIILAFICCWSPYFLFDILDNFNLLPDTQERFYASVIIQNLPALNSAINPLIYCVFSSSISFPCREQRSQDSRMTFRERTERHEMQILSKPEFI
RECQ1 inh: blocks DNA unwinding by human RECQ1; P46063; RECQ1 DNA unwinding, red fluorescence kinetic read; Potency, µM (highest dose often 57.3 µM), for the others: top-dose activity, negative = inhibition, actives largely listed as inhibitors; 240,000 tested, 0.54% active;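 further: plate controls were vehicle for no effect and no enzyme for full effect; nearly all actives have a fitted effect of over 30% in size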
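50 nM RECQ1T1 preincubated 15 min with compound in Tris pH 8.0 buffer with MgCl2, DTT, Tween-20 and 2.5 ug/ml poly(dI-dC); started with 200 nM TAMRA/BHQ-2 forked duplex and 2 mM ATP. Unwinding read as fluorescence (525/598 nm), two reads 2 h apart.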
An asterisk follows results filed as active; i = inactive; ? = inconclusive; nt = no result given; & = joins results of further samples; [ ] = remark or other dose. Unless noted, the call rests on the fitted dose curve; in most records, active means well fitted curve in the direction sought with a large enough effect; inconclusive means small, poorly fitted or top-dose-only effect, or another doubt; inactive means no such curve, though single readings can be large; an effect the other way counts as inactive or inconclusive. Potency means the concentration at half of the fitted maximal effect.

structure	Epigenetic derep	RGS12 GoLoco inh	IMPase Li cell	NPSR antagonist	KinaseGlo FLuc	JMJD2E inh	RECQ1 inh	SMN2 splice enh
CCCOC(=O)c1cc2ccccc2oc1=O	0.0%	3%	1%[38.3 µM]	-2%[46.1 µM]	-8%	?	-1%	-9%
c1ccc(-c2n[nH]c(-c3ccccn3)n2)nc1	0.9%&-1.0%	8%&-25%	15%[38.3 µM]	4%[46.1 µM]	?	8%&15%	-14%&-6%	11µM*
CN(C)c1ccc(/C=C/C(=O)c2cc(Cl)ccc2O)cc1	-0.4%	163%[activator]	nt	5%[7.67 µM]	nt	-4%	-7%	nt
CCN(Cc1nc2ccccc2c(=O)[nH]1)Cc1nc2ccsc2c(=O)[nH]1	12%	9%	-1%	-33%	3%	6%	-4%	-8%
S=C1N(c2ccccc2)CN(C2CCCCC2)CN1c1ccccc1	-1.4%	5%	nt	-23%	nt	17%	i	nt
Nc1nc(NCc2ccco2)nc(NC2CCCCC2)c1[N+](=O)[O-]	-0.3%	4%	nt	10%[7.67 µM]	nt	1%	i	nt
CCCNC(=O)/C=C/c1ccc(C(C)C)cc1	-1.0%	2%	-1%	-1%	-3%	1%	-1%	?
CC(C)NCC(O)c1ccc2ccccc2c1 (stereo not given)	1.1%&0.0%	1%&4%	18%&19%	nt	-2%	4%	14%&1%	-7%&3%
Cc1ccc(S(=O)(=O)N(CC(=O)NCc2ccco2)Cc2ccc(F)cc2)cc1	-3.7%	nt	nt	-22%[46.1 µM]	nt	-2%	-12%	nt
CC(C)CC(=O)N/C(N)=N/c1nc2ccccc2s1	-0.3%	16%	6%[38.3 µM]	-16%[46.1 µM]	-3%	2%	-22%	11µM*
CCOc1ccc(Nc2nc3ccccc3n3cnnc23)cc1	-1.0%	7%	nt	-5%	nt	?	-6%	nt
COc1ccc(C(=O)/C(C#N)=N/Nc2ccccc2[N+](=O)[O-])cc1	0.1%	-8%	12%	-5%	-4%	-2%	2%	-60%[inhibitor]
O=C(c1n[nH]c(=O)c2ccccc12)N1CCOCC1	-7.7%	-8%	4%[38.3 µM]	-35%[7.67 µM]	-1%	-14%	-7%	-3%
O=C(Nc1cccnc1)C1(c2ccc(Cl)cc2)CCCC1	0.1%	3%	6%[38.3 µM]	-14%[46.1 µM]	0%	12%	i	-19%
CCCOc1ccc2c(=O)c(-c3cc(C(=O)OC)oc3C)c(C)oc2c1	-1.1%	-45%	8%[38.3 µM]	-17%[46.1 µM]	-4%	10%	-12%	-27%
CC(=O)N1c2ccccc2C(C)=CC1(C)C	-4.7%	12%	nt	14%	nt	4%	-2%	nt
COc1ccc(CCNC(=O)CC2C(=O)NCCN2CC(C)(C)C)cc1 (stereo not given)	2.5%	12%	10%	-4%	0%	3%	i	11%
COc1ccc(NC(=O)COC(=O)c2ccc(S(=O)(=O)N(C)c3ccccc3OC)cc2)cc1OC	-0.3%	1%	17%	-1%	-2%	13%	i	6%
O=C(Cc1ccc(Cl)cc1)N/N=C/c1cccs1	1.1%	11%	6%	-9%	-2%	3%	22%	nt
Cc1c2cc[n+](CCN3CCCCC3)cc2c(C)c2c1[nH]c1ccc(O)cc12	nt	-2%[14.2 µM]	27%	nt	-4%[7.66 µM]	nt	nt	-8%[9.22 µM]
N#Cc1cc2c(nc1SCC(N)=O)CCCCC2	-0.2%	0%	5%[38.3 µM]	-11%[46.1 µM]	-1%	-3%	-10%	25µM*
COc1ccc(NC(=O)Cc2c(O)c3ccccc3[nH]c2=O)cc1	0.0%	-1%	3%[38.3 µM]	4%[46.1 µM]	-4%	?	-6%	8%
COc1ccc(NS(=O)(=O)c2cccc(-c3n[nH]c(=S)n3Cc3ccccc3)c2)cc1	2.6%	2%	-4%	-40%	0%	-24%	i	8%
Cc1ccc(CNC(=O)CCS(=O)(=O)c2ccc(Br)s2)cc1	0.1%	-17%	6%[38.3 µM]	7%[46.1 µM]	-3%	2%	8%	21%
CCN(CC)C(=O)c1ccc(-c2ccccc2)cc1	1.9%	-14%	2%	-10%	-5%	4%	-16%	-13%

Seven entries already listed, ordered by the value under RECQ1 inh, high to low:
Compound	Epigenetic derep	RGS12 GoLoco inh	IMPase Li cell	NPSR antagonist	JMJD2E inh	RECQ1 inh	SMN2 splice enh
O=C(Cc1ccc(Cl)cc1)N/N=C/c1cccs1	1.1%	11%	6%	-9%	3%	22%	nt
Cc1ccc(CNC(=O)CCS(=O)(=O)c2ccc(Br)s2)cc1	0.1%	-17%	6%[38.3 µM]	7%[46.1 µM]	2%	8%	21%
CCOc1ccc(Nc2nc3ccccc3n3cnnc23)cc1	-1.0%	7%	nt	-5%	?	-6%	nt
O=C(c1n[nH]c(=O)c2ccccc12)N1CCOCC1	-7.7%	-8%	4%[38.3 µM]	-35%[7.67 µM]	-14%	-7%	-3%
CCCOc1ccc2c(=O)c(-c3cc(C(=O)OC)oc3C)c(C)oc2c1	-1.1%	-45%	8%[38.3 µM]	-17%[46.1 µM]	10%	-12%	-27%
CCN(CC)C(=O)c1ccc(-c2ccccc2)cc1	1.9%	-14%	2%	-10%	4%	-16%	-13%
CC(C)CC(=O)N/C(N)=N/c1nc2ccccc2s1	-0.3%	16%	6%[38.3 µM]	-16%[46.1 µM]	2%	-22%	11µM*

Continued.
structure	Epigenetic derep	RGS12 GoLoco inh	IMPase Li cell	NPSR antagonist	KinaseGlo FLuc	JMJD2E inh	RECQ1 inh	SMN2 splice enh
CC(C)N(Cc1ccccc1)C(=S)Nc1ccccc1F	10%	7%	nt	29%	nt	-2%	-6%	nt
CS(=O)(=O)c1ccc(C(=O)NC2CCOC2=O)cc1 (stereo not given)	-2.7%	1%	-1%[38.3 µM]	5%[46.1 µM]	-2%	5%	-1%	-9%
Cc1ccc(-n2ncc3c(SCc4cccc(C)c4)ncnc32)cc1	-1.0%	1%	2%	13%	0%	4%	-8%	17%
Cc1ccc(-n2c(Cc3cccn3C)nnc2SCC(=O)Nc2cc(C)on2)cc1	1.9%	9%	0%[38.3 µM]	-2%[46.1 µM]	6%	-1%	i	4%
O=S(=O)(c1ccccc1)c1nc(NCc2cccnc2)sc1Cl	2.9%	12%	22%	-13%	4%	4%	-9%	-56%[inhibitor]
CN(C)c1cc[n+](CC(=O)Nc2ccc(OC(F)F)cc2)cc1	-0.2%	-2%	nt	-9%	nt	-3%	i	nt
O=C(COc1cccc2cccnc12)N/N=C1\SCC(=O)N1Cc1ccccc1	11%	-7%	28%[38.3 µM]	-3%[46.1 µM]	-3%	-1%	-7%	-10%
COc1ccc(OC)c(NC(=S)NCCCN2CCOCC2)c1	3.4%	-7%	-7%	2%	1%	-8%	2%	7%
Cc1c(-n2c(-c3ccccc3)nc3ccccc3c2=O)c(=O)n(-c2ccccc2)n1C	-1.8%	10%	6%	5%	1%	8%	20%	10%
O=C(N/C(=C/c1cccnc1)C(=O)N1CCOCC1)c1ccco1	-1.8%	-2%	-5%	9%	1%	-1%	1%	-1%
COc1cccc(NC(=S)N(Cc2ccc(C)cc2)Cc2ccccn2)c1	-1.4%	0%	8%	-26%	1%	-1%	?	-9%
CC(=N\Nc1ccccc1)/C(=N/O)C(=O)Nc1ccccc1	-1.0%	8%	-6%[38.3 µM]	-6%[46.1 µM]	-3%	0%	-1%	-5%
CC1(C)CC(=O)c2cc(OCC(=O)N3CCCCCC3)ccc2O1	-1.9%	17%	-6%[38.3 µM]	-2%[46.1 µM]	1%	?	-11%	2%
Cc1cc(C)n2nc(C(=O)N3CCN(Cc4ccc5c(c4)OCO5)CC3)nc2n1	-0.2%	4%	8%	3%	3%	-7%	8%	2%
Oc1cccc(C(O)CNCc2ccc(-c3ccccc3)cc2)c1 (stereo not given)	2.4%	12%	-3%	-22%	1%	-5%	i	20%
COc1ccc(C(C)=O)cc1COC(=O)c1c(C)noc1C	2.8%	-5%	-4%[38.3 µM]	-14%[46.1 µM]	-6%	-3%	-10%	-2%
C/C(N)=C(/C#N)C(=O)CSc1nnc(Nc2cccc(C)c2)s1	-1.0%	10%	5%	17%[46.1 µM]	2%	0%	-10%	16µM*
CCn1c(=O)c(=O)[nH]c2cc(C(=O)N3CCN(Cc4ccc5c(c4)OCO5)CC3)ccc21	-1.8%	18%	-6%	7%	-2%	?	i	17%
CC(=O)Nc1cc2cc(NS(=O)(=O)c3ccc(C)cc3)ccc2oc1=O	2.1%	6%	nt	0%	nt	?	-4%	nt
COc1cccc(CNc2nc(SC)ncc2CO)c1	-0.9%	-1%	3%	4%	-1%	6%	-6%	-21%
COc1cccc(-n2c(SCc3c(C)noc3C)nnc2-c2cccc(S(=O)(=O)N(C)C)c2)c1	-0.3%	4%	0%[38.3 µM]	-2%[46.1 µM]	11%	-4%	i	3%
Cc1ccc(-c2cnco2)cc1	0.0%	3%	nt	-19%	nt	1%	-10%	nt

Whole records from above:
CN(C)c1cc[n+](CC(=O)Nc2ccc(OC(F)F)cc2)cc1 is listed with Epigenetic derep: -0.2%; RGS12 GoLoco inh: -2%; IMPase Li cell: nt; NPSR antagonist: -9%; KinaseGlo FLuc: nt; JMJD2E inh: -3%; RECQ1 inh: i; SMN2 splice enh: nt
Cc1ccc(-n2c(Cc3cccn3C)nnc2SCC(=O)Nc2cc(C)on2)cc1 is listed with Epigenetic derep: 1.9%; RGS12 GoLoco inh: 9%; IMPase Li cell: 0%[38.3 µM]; NPSR antagonist: -2%[46.1 µM]; KinaseGlo FLuc: 6%; JMJD2E inh: -1%; RECQ1 inh: i; SMN2 splice enh: 4%
Cc1c(-n2c(-c3ccccc3)nc3ccccc3c2=O)c(=O)n(-c2ccccc2)n1C is listed with Epigenetic derep: -1.8%; RGS12 GoLoco inh: 10%; IMPase Li cell: 6%; NPSR antagonist: 5%; KinaseGlo FLuc: 1%; JMJD2E inh: 8%; RECQ1 inh: 20%; SMN2 splice enh: 10%

An excerpt; count on the stated rates, not on these rows.
